Arr AP2 block = inhibitors of human beta-arrestin and AP2 interaction. FITC-arrestin peptide / GST-AP2 beads, flow cytometry; AP2 beta2 appendage carries R879A mutation. inhibition, % at 10 µM. actives 0.31% (n = 340,000);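 active = inhibition above a set limit, near 3 SD of compounds lacking own fluorescence, cut at about 54% in these data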;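 also: plate controls were DMSO wells for no effect and 5 µM unlabelled arrestin peptide for full effect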
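Material – GST-tagged AP2 beta2-adaptin appendage (R879A) on 4 µm glutathione beads · Probe or stimulus – fluorescein-tagged arrestin peptide at 50 nM final · Timing – 12 min plus 1 h, RT · Detection – bead flow cytometry, FITC channel · Read-out basis – inhibition as reduced fluorescein signal on beads, percent · Medium – PBS plus Tween 20 (0.05%) and BSA (0.1%)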
PKA-R1A activ = activators of PKA-R1A complex; P00514+P68181; PKA-R1A dissociation, Cy5-IP20 fluorescence polarization; scaled: DMSO 0%, 113 µM cGMP 100%; activation, % at 11.4 µM; actives 0.083% (n = 340,000);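 active = percent activation above the mean of all tested compounds plus 3 SD, cut at about 19% in these data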;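 also: higher means more PKAc released from R1A so a rise in polarization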
NSD2 inh = inhibitors of human histone methyltransferase NSD2; O96028; NSD2 peptide methylation, AlphaScreen, 120 min; inhibition, % at 12.5 µM; actives 0.54% (n = 310,000); AID 743445; in the data active = inhibition above about 50%
Target sequence (O96028 whole entry, looked up): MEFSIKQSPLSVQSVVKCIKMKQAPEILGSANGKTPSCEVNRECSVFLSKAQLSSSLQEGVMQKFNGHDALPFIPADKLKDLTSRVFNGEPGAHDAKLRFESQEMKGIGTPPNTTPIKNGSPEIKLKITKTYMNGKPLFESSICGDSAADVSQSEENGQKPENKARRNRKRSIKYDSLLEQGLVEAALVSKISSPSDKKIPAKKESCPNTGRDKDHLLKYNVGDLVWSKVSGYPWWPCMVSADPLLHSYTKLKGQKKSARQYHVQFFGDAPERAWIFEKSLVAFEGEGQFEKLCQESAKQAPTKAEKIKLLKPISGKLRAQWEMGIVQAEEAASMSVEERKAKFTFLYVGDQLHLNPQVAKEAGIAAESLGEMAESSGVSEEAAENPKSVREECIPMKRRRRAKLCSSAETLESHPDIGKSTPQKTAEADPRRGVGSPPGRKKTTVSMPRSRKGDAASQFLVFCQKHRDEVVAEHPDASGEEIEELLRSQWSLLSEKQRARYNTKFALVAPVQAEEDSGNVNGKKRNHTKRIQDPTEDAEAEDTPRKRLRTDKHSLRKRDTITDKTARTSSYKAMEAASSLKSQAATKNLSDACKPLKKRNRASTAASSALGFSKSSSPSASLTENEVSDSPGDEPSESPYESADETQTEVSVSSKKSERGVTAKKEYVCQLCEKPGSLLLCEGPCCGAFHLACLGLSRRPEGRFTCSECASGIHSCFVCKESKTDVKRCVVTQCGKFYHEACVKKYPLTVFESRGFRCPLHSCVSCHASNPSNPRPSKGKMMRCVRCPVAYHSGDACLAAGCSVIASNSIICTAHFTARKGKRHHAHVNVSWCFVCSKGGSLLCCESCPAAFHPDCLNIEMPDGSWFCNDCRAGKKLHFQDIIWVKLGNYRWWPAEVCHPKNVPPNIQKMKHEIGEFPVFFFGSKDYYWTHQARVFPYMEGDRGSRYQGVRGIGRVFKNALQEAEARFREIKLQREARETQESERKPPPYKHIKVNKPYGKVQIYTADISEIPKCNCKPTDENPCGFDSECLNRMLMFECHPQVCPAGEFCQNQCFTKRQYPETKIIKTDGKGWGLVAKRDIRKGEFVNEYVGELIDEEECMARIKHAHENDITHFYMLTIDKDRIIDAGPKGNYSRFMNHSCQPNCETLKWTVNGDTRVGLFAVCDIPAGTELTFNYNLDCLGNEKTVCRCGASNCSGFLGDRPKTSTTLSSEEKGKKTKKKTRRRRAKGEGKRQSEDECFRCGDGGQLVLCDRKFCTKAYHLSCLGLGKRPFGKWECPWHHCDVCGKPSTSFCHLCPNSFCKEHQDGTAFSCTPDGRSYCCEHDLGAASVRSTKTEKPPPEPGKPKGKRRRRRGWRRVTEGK
DSG3 Ab inh = human desmoglein-3 autoantibody binding inhibition; P32926; DSG3-coupled beads, scFv-anti-DSG3-GFP binding, flow cytometry; hits give low values; binding (percent of control), % at 10 µM; actives 0.48% (n = 310,000);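 active = binding more than 3 SD below its plate's average and above zero; inconclusive = below that plate limit but binding exactly zero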;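 also: hits lower antibody fragment binding to DSG3; some compounds called inactive have numbers as strong as hits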
dFosB activator = activators of mouse delta FosB homodimer. purified delta FosB, TAMRA-CDK5 oligo fluorescence polarization; percent of positive-control signal above neutral wells. activation, % at 25 µM. actives 0.99% (n = 340,000). AID 493131;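 active = mean activation above about 17%, with every replicate also reaching it, limit read from the data, passing the limit was not always enough; inconclusive = only one of the two conditions met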;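 also: fluorescence polarization rise as delta FosB binds a TAMRA Cdk5 AP-1 oligo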
MITF act = MITF TRPM1 promoter activation in melanoma cells; SK-MEL-5 TRPM1-promoter luciferase, 24 h; % of positive control, neutral wells = 0; activation, % at 12.5 µM; actives 0.75% (n = 300,000);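 active = mean activation of at least 80% with every replicate also reaching 80%; inconclusive = mean reaches 80% but some replicate falls short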;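 also: 0% = neutral control wells and 100% = parthenolide positive control wells; values of inactives mirror those of a sister screen read the other way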
SUMO Mot1 rescue = blocks SUMOylation pathway, rescuing yeast Mot1-301 growth. AID 2716. actives 1% (n = 320,000). S. cerevisiae Mot1-301 growth rescue, ATP luminescence, 38.5C; percent above DMSO median, 100 means doubled. growth rescue, % at 18.8 µM;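 active = every valid replicate shows activation above 250% relative to neutral control wells; inactive = the rest, any valid replicate at or below 250%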;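 also: OY570 slx delta 5 strain wells were the positive control but not used for scaling; some compounds called inactive have numbers as strong as hits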
SR-BI DiI-HDL act = enhances SR-BI lipid uptake from DiI-HDL; CHO ldlA[mSR-BI] cells, DiI-HDL uptake fluorescence, 3 h; 100 = double the neutral-control signal; activation, % at 12.5 µM; actives 0.096% (n = 320,000); AID 504775;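 active = mean replicate activation of at least 60% and every replicate at or above 60%; inconclusive = mean or all-replicate condition met, but not both; inactive = mean below 60% and not all replicates reaching 60%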;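 also: 0% = median plate neutral-control signal and 100% = twice that signal; values of inactives mirror those of a sister screen read the other way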
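Assay system: LDL receptor-deficient CHO ldlA cells overexpressing murine SR-BI / Medium: BSA-supplemented, HEPES-buffered Ham's F12, pH 7.4 / Probe or stimulus: DiI-labelled HDL at 10 µg/mL final / Timing: compound with DiI-HDL co-incubation, 3 h at 37 °C / Technique: bottom-read cell fluorescence after medium removal, ex 550/em 595 nm / Measure: HDL uptake via cellular fluorescence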
SR-BI DiI inh = inhibitors of mouse SR-BI mediated HDL lipid uptake | AID 488896 | ldlA[mSR-BI] CHO cells, DiI-HDL uptake fluorescence, 3 h | actives 0.96% (n = 320,000) | Q61009 | inhibition, % at 12.5 µM;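 active = mean replicate inhibition of at least 70% and a set share of replicates each scoring 70 or more; inconclusive = meets just one of the two criteria; inactive = fails both criteria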;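 also: 0% = median of neutral control wells and 100% = median of positive control wells; values of inactives mirror those of a sister screen read the other way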
PKA-R2B act = PKA-R2B complex activation; AID 504700; PKA-R2B holoenzyme dissociation, Cy5-IP20 fluorescence polarization; R2B truncated from residue 108, S112A mutant; 0% DMSO only, 100% 113 µM cGMP; P22694+P31323; activation, % at 11.4 µM; actives 0.079% (n = 340,000);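 active = activation above a cutoff set at the mean over all compounds plus 3 SD, cut at about 18% in these data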;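 also: higher means more holoenzyme dissociation and a rise in polarization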
CDK5 inh = inhibitors of human CDK5/p35 kinase. Recombinant CDK5/p35, ADP-Glo luminescence, 60 min. AID 488839. inhibition, % at 10 µM. Q00535+Q15078. actives 0.01% (n = 330,000);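 active = highest replicate inhibition of at least 50% and at least 75% of replicates reaching 50%; inconclusive = only one of the two criteria met; inactive = both criteria failed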;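 also: plate controls were DMSO neutral control for no effect and GW8510 at 10 µM for full effect; many of its hits are not listed in these tables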
Numbers without * were called inactive.

Screening CC(C)c1nnc(NC(=O)C2c3ccccc3Oc3ccccc32)s1 returned Arr AP2 block 3, PKA-R1A activ -5, NSD2 inh 6, DSG3 Ab inh 108, dFosB activator -11, MITF act -2, SUMO Mot1 rescue 5, PKA-R2B act -10 and CDK5 inh 0.4.
Screening Cc1ccc(NC(=O)COC(=O)Cc2ccccc2)cc1S(=O)(=O)N1CCOCC1 returned Arr AP2 block 30, PKA-R1A activ -13, NSD2 inh 1, dFosB activator -4, SUMO Mot1 rescue -5, SR-BI DiI-HDL act 6, SR-BI DiI inh -6, PKA-R2B act 0 and CDK5 inh -0.2.
`CCN1CCN(CCCOc2ccc(Cl)cc2Br)CC1` gave Arr AP2 block -8, PKA-R1A activ -4, NSD2 inh 11, DSG3 Ab inh 101, dFosB activator -2, MITF act 2, SUMO Mot1 rescue -3, SR-BI DiI-HDL act -6, SR-BI DiI inh 6, PKA-R2B act -10 and CDK5 inh 1.3.
O=C(OCC(=O)N1CCCCC1)c1cc(NS(=O)(=O)c2ccc(Cl)c([N+](=O)[O-])c2)ccc1O was read as Arr AP2 block 10, PKA-R1A activ 0, NSD2 inh 2, DSG3 Ab inh 127, dFosB activator -1, MITF act 5, SUMO Mot1 rescue -10, SR-BI DiI-HDL act -16, SR-BI DiI inh 16, PKA-R2B act -12 and CDK5 inh 1.3.
For COC(=O)Nc1ccc(S(=O)(=O)N2c3ccccc3CCC2C)cc1 (stereo not drawn) the results were Arr AP2 block 1, PKA-R1A activ 8, NSD2 inh -2, DSG3 Ab inh 140, dFosB activator -9, MITF act -4, SUMO Mot1 rescue -25, SR-BI DiI-HDL act 1, SR-BI DiI inh -1, PKA-R2B act 8 and CDK5 inh 2.1.
Screening CCCCc1nnc(NC(=O)CSCc2cc(=O)n3cc(C)sc3n2)s1 returned Arr AP2 block 25, PKA-R1A activ -6, NSD2 inh -3, DSG3 Ab inh 106, dFosB activator -6, MITF act 7, SUMO Mot1 rescue 14, SR-BI DiI-HDL act 16, SR-BI DiI inh -16, PKA-R2B act 6 and CDK5 inh 0.2.
For O=C(CSc1nnnn1-c1ccccc1)N1CCCc2ccccc21 the results were Arr AP2 block -4, PKA-R1A activ -9, NSD2 inh -1, DSG3 Ab inh 98, dFosB activator -2, MITF act 4, SUMO Mot1 rescue 12, SR-BI DiI-HDL act -14, SR-BI DiI inh 14, PKA-R2B act -16 and CDK5 inh 0.3.
For O=C(CSc1nnc(-c2ccncc2)n1Cc1ccco1)Nc1nc(-c2ccccc2)cs1 the results were Arr AP2 block -7, PKA-R1A activ 1, NSD2 inh -2, DSG3 Ab inh 91, dFosB activator 33*, MITF act -27, SUMO Mot1 rescue -23, SR-BI DiI-HDL act -49, SR-BI DiI inh 49, PKA-R2B act -9 and CDK5 inh -1.3.
COc1ccc(/C(C)=N/NC(=O)c2ccc3nc[nH]c3c2)cc1 was read as Arr AP2 block 8, PKA-R1A activ -2, NSD2 inh -2, DSG3 Ab inh 102, dFosB activator -1, MITF act 5, SUMO Mot1 rescue 9, SR-BI DiI-HDL act 40, SR-BI DiI inh -40, PKA-R2B act 6 and CDK5 inh 1.2.
COc1ccc(C2=NN(S(=O)(=O)c3ccccc3)C(c3ccccc3)C2)cc1 (stereo not drawn) was read as Arr AP2 block 36, PKA-R1A activ -9, NSD2 inh 1, DSG3 Ab inh 90, dFosB activator -7, MITF act 3, SUMO Mot1 rescue 253, PKA-R2B act -9 and CDK5 inh -1.9.
O=C(Nc1ccc(Cl)cc1)C1CC(=O)n2c(nc3ccccc32)N1 (stereo not drawn) was read as Arr AP2 block 11, PKA-R1A activ 1, DSG3 Ab inh 114, dFosB activator inconclusive, MITF act 10, SUMO Mot1 rescue -21, SR-BI DiI-HDL act 19, SR-BI DiI inh -19, PKA-R2B act -1 and CDK5 inh 0.9.
CCOC(=O)c1c(C2COc3ccccc3O2)csc1NC(=O)c1ccco1 (stereo not drawn) was read as Arr AP2 block -2, PKA-R1A activ 6, NSD2 inh 2, DSG3 Ab inh 97, dFosB activator -1, MITF act 11, SUMO Mot1 rescue -14, SR-BI DiI-HDL act -30, SR-BI DiI inh 30, PKA-R2B act -5 and CDK5 inh -0.2.
For COc1cccc(/C=C2\SC(=O)N(CCC(=O)N3CCC(C(=O)O)CC3)C2=O)c1 the results were Arr AP2 block -2, PKA-R1A activ -4, NSD2 inh -1, DSG3 Ab inh 104, dFosB activator -1, MITF act -12, SUMO Mot1 rescue 25, SR-BI DiI-HDL act 12, SR-BI DiI inh -12, PKA-R2B act -2 and CDK5 inh -1.5.
For CC(Sc1ccsc1[N+](=O)[O-])C(=O)N1CCN(c2ccccn2)CC1 (stereo not drawn) the results were Arr AP2 block 4, PKA-R1A activ 3, NSD2 inh 9, DSG3 Ab inh 89, dFosB activator -5, MITF act -16, SUMO Mot1 rescue 44, SR-BI DiI-HDL act -3, SR-BI DiI inh 3, PKA-R2B act 9 and CDK5 inh -0.7.
For O=C(CCS(=O)(=O)Cc1ccccc1)N1CCN(c2ccccc2)CC1 the results were Arr AP2 block 10, PKA-R1A activ 2, NSD2 inh 1, DSG3 Ab inh 102, dFosB activator 2, MITF act -7, SUMO Mot1 rescue 1, SR-BI DiI-HDL act 2, SR-BI DiI inh -2, PKA-R2B act 0 and CDK5 inh 0.1.
For COc1ccc(CCNS(=O)(=O)c2cccc3cccnc23)cc1OC the results were Arr AP2 block 23, PKA-R1A activ 4, NSD2 inh -6, DSG3 Ab inh 98, dFosB activator 6, MITF act -2, SUMO Mot1 rescue 4, SR-BI DiI-HDL act 11, SR-BI DiI inh -11, PKA-R2B act -3 and CDK5 inh -1.7.
Cc1ccc(C)c(C(=O)Nc2ccncc2)c1 was read as Arr AP2 block -1, PKA-R1A activ -7, NSD2 inh -5, DSG3 Ab inh 104, dFosB activator -9, MITF act -1, SUMO Mot1 rescue -5, SR-BI DiI-HDL act -4, SR-BI DiI inh 4, PKA-R2B act -8 and CDK5 inh 2.8.
`CCOc1ccc(-n2cc(-c3ccccc3)c3c(SC(C)C(=O)OC)ncnc32)cc1` (stereo not drawn) gave Arr AP2 block 36, PKA-R1A activ 2, NSD2 inh 3, DSG3 Ab inh 98, dFosB activator -2, MITF act 8, SUMO Mot1 rescue -10, SR-BI DiI-HDL act -63, SR-BI DiI inh 63, PKA-R2B act -16 and CDK5 inh 0.0.
`O=C(COc1ccccc1)N1CCN=C1SCc1ccccc1` gave Arr AP2 block -30, PKA-R1A activ 2, NSD2 inh 45, DSG3 Ab inh 114, dFosB activator -4, MITF act 4, SUMO Mot1 rescue 3, SR-BI DiI-HDL act 0, SR-BI DiI inh 0, PKA-R2B act -7 and CDK5 inh 0.6.
CC1Cc2ccccc2N1CC(=O)Nc1ccc2c(c1)OC(F)(F)O2 (stereo not drawn) was read as Arr AP2 block 9, PKA-R1A activ -8, NSD2 inh -4, DSG3 Ab inh 98, dFosB activator -2, SUMO Mot1 rescue -10, SR-BI DiI-HDL act -9, SR-BI DiI inh 9, PKA-R2B act -11 and CDK5 inh 0.9.
`O=C(COC(=O)C12CC3CC(CC(Br)(C3)C1)C2)N1CCOCC1` gave Arr AP2 block -10, PKA-R1A activ -9, NSD2 inh 7, DSG3 Ab inh 98, dFosB activator 4, MITF act -11, SUMO Mot1 rescue -6, SR-BI DiI-HDL act 21, SR-BI DiI inh -21, PKA-R2B act 5 and CDK5 inh 1.1.
Cc1ccc(Cn2c(SCCN3CCCCC3)nc3c2c(=O)n(C)c(=O)n3C)cc1 was read as Arr AP2 block 7, PKA-R1A activ -4, NSD2 inh 5, DSG3 Ab inh 108, dFosB activator -9, SUMO Mot1 rescue -5, SR-BI DiI-HDL act 2, SR-BI DiI inh -2, PKA-R2B act -14 and CDK5 inh -1.2.
Screening CCN(CC)Cc1csc(C(N)=O)c1 returned Arr AP2 block 21, PKA-R1A activ -8, NSD2 inh -2, dFosB activator 3, MITF act 2, SUMO Mot1 rescue 2, SR-BI DiI-HDL act -13, SR-BI DiI inh 13, PKA-R2B act 0 and CDK5 inh 2.7.
`CCOc1ccccc1NC(=O)CCc1ccc(C)o1` gave Arr AP2 block 0, PKA-R1A activ -3, NSD2 inh 3, DSG3 Ab inh 106, dFosB activator -2, MITF act -4, SUMO Mot1 rescue -8, PKA-R2B act -6 and CDK5 inh -0.7.
`O=C(COC(=O)CCc1ccccc1)NC12CC3CC(CC(C3)C1)C2` gave Arr AP2 block 5, PKA-R1A activ 3, NSD2 inh -1, DSG3 Ab inh 116, dFosB activator 3, MITF act -3, SUMO Mot1 rescue 0, SR-BI DiI-HDL act 34, SR-BI DiI inh -34, PKA-R2B act -12 and CDK5 inh 1.0.
Screening CCCn1c(N2CCC(Cc3ccccc3)CC2)nc2c1c(=O)[nH]c(=O)n2C returned Arr AP2 block 22, PKA-R1A activ -4, dFosB activator -12, MITF act -5, SUMO Mot1 rescue -1, SR-BI DiI-HDL act -6, SR-BI DiI inh 6, PKA-R2B act -13 and CDK5 inh -0.5.
Cc1ccc(C(=O)NCCc2nnc3ccc(SCC(=O)N4CCCC4)nn23)cc1 was read as Arr AP2 block 4, PKA-R1A activ -13, NSD2 inh -1, DSG3 Ab inh 98, dFosB activator -5, MITF act 5, SUMO Mot1 rescue 1, SR-BI DiI-HDL act 33, SR-BI DiI inh -33, PKA-R2B act -4 and CDK5 inh 0.7.
Screening CCN(CC)S(=O)(=O)c1ccc(C(=O)/C=C/c2ccc(-c3ccc([N+](=O)[O-])cc3)o2)cc1 returned Arr AP2 block 30, PKA-R1A activ -8, NSD2 inh -2, DSG3 Ab inh 84, dFosB activator -16, MITF act 19, SUMO Mot1 rescue 40, PKA-R2B act -4 and CDK5 inh 0.8.
